USP2a block – blocks human ubiquitin-specific protease USP2a | O75604 | Potency, µM (top dose mostly 38.3 µM), for inactives: top-dose activity change, negative = inhibition, hits mostly inhibitors | USP2 core, Ub-CHOP2 coupled fluorogenic reporter, 485/531 | hit rate 0.01% among 330,000;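 note: potency is the fitted concentration of half-maximal effect; plate controls were DMSO wells for no effect and full inhibition by NEM control for full effect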
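Deubiquitinase activity read as fluorescence (485/531 nm) after Ub-CHOP2 cleavage activates the enterokinase reporter on its substrate; USP2 core 10nM, Ub-CHOP2 and substrate 25nM each, 30min compound preincubation then 60min RT; data normalized to NEM, curves fitted.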
KCNH2 3.1 inh – inhibitors of human KCNH2 3.1 potassium channel isoform; U2OS KCNH2 3.1, thallium flux FluxOr; active compounds read low; hit rate 0.95% among 340,000; activity change, % (tested at about 1.8 µM);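 active = maximum activity change below -70%; inconclusive = maximum activity change from -70% to -50%; inactive = maximum activity change above -50%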;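 note: thallium influx rate constant from kinetic fluorescence after stimulation buffer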
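Channel expression came from 3.1 mutant virus (1.77 x 10^8 /mL) applied to suspended U2OS cells for 4 h. Flux was tracked with FluxOr dye plus Red40 quencher, and kinetic rate constants normalized to controls.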
Eya2 inh – blocks the phosphatase activity of human Eya2; O00167; recombinant Eya2, OMFP fluorescence dephosphorylation (OMFP is methylfluorescein phosphate); Potency, µM (doses to about 76.9 µM), for the others: top-dose activity, negative = inhibition, usual class: inhibitors; hit rate 0.006% among 330,000; AID 488837; note: potency is the fitted concentration of half-maximal effect
Target sequence (O00167 whole entry, looked up): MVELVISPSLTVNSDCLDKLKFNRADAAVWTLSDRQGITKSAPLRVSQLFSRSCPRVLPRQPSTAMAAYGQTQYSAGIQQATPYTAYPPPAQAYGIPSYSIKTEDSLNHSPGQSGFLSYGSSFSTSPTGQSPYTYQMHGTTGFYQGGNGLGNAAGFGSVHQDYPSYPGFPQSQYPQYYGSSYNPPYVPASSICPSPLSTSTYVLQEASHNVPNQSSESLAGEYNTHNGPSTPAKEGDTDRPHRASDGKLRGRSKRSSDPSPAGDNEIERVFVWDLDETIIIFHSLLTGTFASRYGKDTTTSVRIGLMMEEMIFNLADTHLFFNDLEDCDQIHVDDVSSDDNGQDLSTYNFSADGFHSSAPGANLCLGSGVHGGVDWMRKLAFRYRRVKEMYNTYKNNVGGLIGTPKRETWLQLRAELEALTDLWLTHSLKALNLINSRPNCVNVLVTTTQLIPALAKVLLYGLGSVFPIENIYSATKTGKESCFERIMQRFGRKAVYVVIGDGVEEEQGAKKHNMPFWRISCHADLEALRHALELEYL
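Eya2 protein (added as 0.2 uM solution) was preincubated with compound for 10 min at ambient temperature in 50 mM HEPES pH 7.5, 50 mM NaCl, 5 uM MgCl2, 0.05% BSA, 1 mM DTT. OMFP (added at 50 uM) then reacted 10 min; fluorescence read at 485/525 nm.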
Giardia kill – kills Giardia lamblia; Giardia lamblia trophozoite viability; activity change, % at 7.66 µM, hits read low; hit rate 0.15% among 340,000; AID 540267; in the data active = activity change below about -80%; inconclusive = between about -30% and that limit;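 note: parasites exposed to compound for two days anaerobically before the ATP read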
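Luminescent ATP signal served as the viability read-out, measured 15-30 min after adding ATP detection reagent to trophozoites that had been incubated with compounds for 48 hrs at 37 deg C anaerobically at 100 cells/well.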
BCR signal inh – inhibitors of chronic active B-cell receptor signaling. ABC-DLBCL IkBa-CBG/CBR reporter, luminescence ratio, 4 h. Potency, µM (top dose mostly 46.1 µM), for the others: top-dose ratio change, negative = lower green/red ratio, usual class: inhibitors. hit rate 0.05% among 340,000; active = well fitted inhibition curve with a large enough effect in the signal ratio, with a control signal flat, not every such curve was filed as active; inconclusive = small, poorly fitted or top-dose-only effect, or effect the other way, or a change in a side signal; the % refers to the signal ratio;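 note: potency is the fitted concentration of half-maximal effect; plate controls were basal doxycycline-induced cells for no effect and cells given 10 µM MG132 for full effect; MG132 reads +100%, hits lower the ratio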
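Cell line TMD8 (human ABC DLBCL), stably expressing tet-inducible CBG68-IkBa fusion and CBR; IMDM/0.5% FBS; cpd up to 46 uM; dox induction, 4 h, 37C/5% CO2; dual luminescence; green/red ratio; MG132 control.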
Coupling enz – coupling enzyme interference in Giardia aldolase counter-screen | activity change, negative = inhibition, % at 58.2 µM, hits read low | coupling enzyme system counterscreen, AmpLite Red fluorescence | hit rate 0.67% among 290,000; in the data active = activity change below about -30%
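Fluorescence at 525 nm excitation and 598 nm emission measured inhibition of the coupled detection system without aldolase. Compounds (at 57.5 uM final) were preincubated 10 min at room temperature with coupling enzyme reagent before a 20 min substrate/AmpLite Red step.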
PKM2 activator – increases activity of human pyruvate kinase M2. hit rate 0.34% among 260,000. Potency, µM (doses to about 57.5 µM), inactives show at the top dose activation, most hits filed as activators. purified PKM2, Kinase-Glo ATP luminescence, activation; response scale: 0% is enzyme alone, no compound. AID 1631; note: potency is the fitted concentration of half-maximal effect; nearly all actives have a fitted effect of over 55% in size
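Kinase-Glo luminescence reports ATP generated from ADP (0.1 mM) and PEP (0.5 mM) by purified hPK-M2 after 1 h at room temperature, pH 7.2 imidazole buffer; intermediate enzyme activity allows detecting inhibitors and activators.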
uPA surface inh – blocks generation of uPA at the cell surface. hit rate 0.31% among 330,000. Potency, µM (titrated, usually from 38.3 µM), without a hit: at the highest dose activity change, negative = inhibition, most hits filed as inhibitors. cell surface uPA generation assay, qHTS. AID 540303; active = well fitted inhibition curve with a large enough effect; inconclusive = small, poorly fitted or top-dose-only effect; inactive = no such curve, though single readings can be large or run the other way; tested in mouse RAW 264.7 cells; note: potency is the fitted concentration of half-maximal effect; nearly all actives have a fitted effect of over 55% in size
B2AR arrestin – recruits beta-arrestin to the human beta2-adrenergic receptor; beta-arrestin recruitment to beta2AR, cell-based reporter; Potency, µM (top dose mostly 46.1 µM), without a hit: at the highest dose activation, usual class: activators; hit rate 0.02% among 330,000; AID 492947;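 note: potency is the fitted concentration of half-maximal effect; 0% = DMSO controls and full agonism = EC100 isoproterenol or metaproterenol; nearly all actives have a fitted effect of over 65% in size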
Target sequence (P07550 whole entry, looked up): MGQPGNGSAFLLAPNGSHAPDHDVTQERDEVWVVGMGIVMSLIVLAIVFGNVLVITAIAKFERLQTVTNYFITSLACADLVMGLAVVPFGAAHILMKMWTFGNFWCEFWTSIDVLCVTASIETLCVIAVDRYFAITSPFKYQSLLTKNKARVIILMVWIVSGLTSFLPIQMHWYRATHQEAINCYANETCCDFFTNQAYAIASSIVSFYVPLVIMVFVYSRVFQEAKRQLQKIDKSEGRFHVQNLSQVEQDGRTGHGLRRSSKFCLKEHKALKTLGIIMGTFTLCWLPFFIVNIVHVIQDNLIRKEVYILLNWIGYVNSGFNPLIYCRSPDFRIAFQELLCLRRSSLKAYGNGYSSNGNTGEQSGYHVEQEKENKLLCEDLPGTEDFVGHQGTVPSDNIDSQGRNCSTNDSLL
KCNH2 WT inh – inhibitors of human wildtype KCNH2 potassium channel | Q12809 | U2OS, BacMam KCNH2, thallium flux FluxOr; active compounds read low | activity change, % at 1.84 µM | hit rate 0.37% among 340,000 | AID 720551;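 active = maximum activity change below -70%; inconclusive = maximum activity change between -70% and -50%; inactive = maximum activity change above -50%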
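U2OS cells transduced with wild-type KCNH2 virus are loaded with FluxOr dye for 45 min, and thallium flux is measured in kinetic reads before and after stimulation buffer. Rate constants are normalized to DMSO controls.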
GALK inhibitor – blocks human galactokinase activity. Potency, µM (series often up to 57.5 µM), inactives show at the top dose activity change, negative = inhibition, usual class: inhibitors. P51570. Purified GALK, Kinase-Glo residual ATP luminescence. hit rate 0.007% among 270,000; note: potency is the fitted concentration of half-maximal effect
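5 nM enzyme, 35 uM ATP, 100 uM galactose, 20 mM HEPES pH8.0, 5 mM MgCl2; 1 h RT; residual ATP by Kinase-Glo Plus luminescence, qHTS format.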
Numbers without * were called inactive; ? = inconclusive; . = not tested or not shown; [ ] = remark or other dose. Unless noted, calls come from the whole dose curve; as a rule, active = well fitted curve in the direction sought with a large enough effect; inconclusive = small, poorly fitted or top-dose-only effect, or another doubt; inactive = no such curve, though single readings can be large; an effect the other way counts as inactive or inconclusive. Unless noted, % is set by controls: 0 for no effect and ±100 for the full control effect. Only part of the results is shown; rates above refer to the full screens.

SMILES | USP2a block | KCNH2 3.1 inh | Eya2 inh | Giardia kill | BCR signal inh | Coupling enz | PKM2 activator | uPA surface inh | B2AR arrestin | KCNH2 WT inh | GALK inhibitor
CC(=O)N1CC(=O)Nc2ccc(Cl)cc2C1c1ccc(F)cc1 (centres undefined) | 2% | -12 | 0% | 0 | 2% | 4 | 0% | . | 0.4% | 0 | 2%
CC(Cc1ccccc1)[n+]1cc(/N=C(\N)[O-])on1 (centres undefined) | 7% | -14 | -8% | ? | 2% | 0 | -5% | 10% | -0.2% | -10 | 4%
O=C(O)C(O)(c1ccccc1)C1CCCC1 (centres undefined) | 0% | -6 | 3% | -13 | 0% | -2 | 4% | -3% | -0.5% | 0 | 0%
COC(=O)C1=C(c2ccc(OC(F)(F)F)cc2)C[C@@H]2CC[C@H]1N2C(=O)N1CCCC1 | -1% | 19 | -23% | 18 | 4% | . | . | -4% | -0.7% | -17 | .
COc1cc(C=C2C(=O)NC(=O)NC2=O)ccc1O | 7% | -1 | -27% | 6 | ? | -3 | 9% | -7% | -1.5% | -6 | -1%
Cc1ccc(N2C(=O)NC(=O)/C(=C\c3ccc([N+](=O)[O-])o3)C2=O)cc1 | 12% | . | 13% | . | 6% | -4 | -3% | . | 0.1% | . | -3%
Cc1cccn2c(=O)c3c(nc12)N1CCCCC1C1(C3)C(=O)N(C)C(=O)N(C)C1=O (centres undefined) | 6% | 5 | -13% | 7 | 3% | 1 | -5% | 2% | 0.3% | -13 | 1%
COc1ccc(S(=O)(=O)N2CC3CC(C2)c2cccc(=O)n2C3)cc1 (centres undefined) | 12% | -14 | 4% | -6 | -24% | 5 | 3% | -10% | 1.0% | -4 | 0%
O=C(NCCc1c[nH]c2ccccc12)C(=O)NCC(c1cccnc1)N1CCN(c2ccccc2)CC1 (centres undefined) | 5% | 1 | -3% | -13 | -12% | -2 | 0% | ? | 0.3% | -1 | .
CC1=C2C(=O)C3C(CC=C4CC(OC5OC(O)C(O)C(O)C5CO)CCC43C)C2CCC12OC1CC(C)CNC1C2C (centres undefined) | -1% | 18 | -5% | -12 | -6% | 1 | -2% | -1% | -0.8% | -25 | 0%
COc1ccccc1OCC#CCN1CCCCCC1 | 0% | 6 | -14% | -4 | -1% | 5 | -2% | -3% | 0.1% | -1 | 0%
O=C(O)c1cn(Cc2ccccc2)nc1-c1ccccc1 | 1% | -1 | 9% | 12 | 3% | 1 | 4% | 1% | -0.2% | 16 | 12%
O=C(O)CC[N+](=O)[O-] | . | 1 | 6% | -9 | . | -2 | . | 5% | . | -4 | .
O=S(=O)(c1ccc(F)cc1)N1CCCCC1c1cccnc1 (centres undefined) | 4% | 12 | -11% | -6 | -11% | -10 | 4% | -44% | -0.5% | 0 | 5%
O=C(COc1ccc(S(=O)(=O)N2CCOCC2)cc1)N1CCN(Cc2ccc3c(c2)OCO3)CC1 | ? | 8 | 16% | 3 | -15% | 0 | 9% | . | 0.3% | 2 | 3%
CCC(CO)(C(=O)OC1CC2CCC(C1)N2C)c1ccccc1 (centres undefined) | 1% | 13 | -15% | 24 | 5% | 2 | -5% | 5% | 4.8% | 20 | -3%
O=C(/C=C/c1c[nH]c2ccccc12)c1c(O)n(CCc2ccccc2)c(=O)[nH]c1=O | 7% | -28 | 9% | 1 | -1% | 0 | 0% | -3% | -0.6% | -13 | -4%
Brc1ccc(Oc2cc(Br)c(Br)cc2Br)c(Br)c1 | 2% | 12 | 0% | -5 | 3% | . | . | 2% | -0.8% | 1 | .
Cc1cc(C(=O)CS(=O)(=O)c2ccccc2)cc(C)c1OC(=O)N(C)C | 2% | 16 | -27% | -17 | 1% | 2 | -13% | -11% | -0.1% | -5 | -1%
COc1ccc(NC(=O)CN(C)C(=O)CSC(c2ccccc2)c2ccccc2)cc1 | 4% | -19 | -13% | -13 | 2% | . | . | -1% | 0.8% | 0 | .
CCCCN1C(=O)NC(=O)C2(Cc3ccccc3N3CCOCC32)C1=O (centres undefined) | 2% | 5 | -5% | 0 | 0% | -3 | 13% | -3% | 0.0% | 18 | 3%
O=C(Nc1ccc(N2CCN(c3ncccc3C(F)(F)F)CC2)nc1)c1cccs1 | 2% | -2 | 6% | 5 | ? | -3 | 7% | ? | -0.2% | 2 | -1%
CCOc1ccc(S(=O)(=O)N2CCC(C(=O)NCc3cccnc3)CC2)cc1Cl | -3% | -10 | ? | 5 | 7% | 3 | . | 1% | 0.1% | -10 | 12%
Cn1c(N)c(C(=O)COC(=O)Cc2ccccc2)c(=O)n(C)c1=O | 0% | 2 | 3% | 9 | 10% | . | . | 3% | -0.2% | 3 | .
Cc1ccc(-c2nc3ccccc3c(=O)n2-c2ncccc2C)cc1 | 2% | 0 | -7% | -9 | 0% | 0 | -2% | -2% | -0.1% | 6 | .

The list goes on, starting with the last 5 of the part before.
SMILES | USP2a block | KCNH2 3.1 inh | Eya2 inh | Giardia kill | BCR signal inh | Coupling enz | PKM2 activator | uPA surface inh | B2AR arrestin | KCNH2 WT inh | GALK inhibitor
CCCCN1C(=O)NC(=O)C2(Cc3ccccc3N3CCOCC32)C1=O (centres undefined) | 2% | 5 | -5% | 0 | 0% | -3 | 13% | -3% | 0.0% | 18 | 3%
O=C(Nc1ccc(N2CCN(c3ncccc3C(F)(F)F)CC2)nc1)c1cccs1 | 2% | -2 | 6% | 5 | ? | -3 | 7% | ? | -0.2% | 2 | -1%
CCOc1ccc(S(=O)(=O)N2CCC(C(=O)NCc3cccnc3)CC2)cc1Cl | -3% | -10 | ? | 5 | 7% | 3 | . | 1% | 0.1% | -10 | 12%
Cn1c(N)c(C(=O)COC(=O)Cc2ccccc2)c(=O)n(C)c1=O | 0% | 2 | 3% | 9 | 10% | . | . | 3% | -0.2% | 3 | .
Cc1ccc(-c2nc3ccccc3c(=O)n2-c2ncccc2C)cc1 | 2% | 0 | -7% | -9 | 0% | 0 | -2% | -2% | -0.1% | 6 | .
O=C(Nc1ccc(OC(=O)N2CCCCC2)cc1)N1CCOCC1 | 3% | 3 | -2% | 13 | 11% | 5 | 4% | 2% | -0.1% | -7 | -1%
COc1ccccc1C1C([N+](=O)[O-])=C(N)Oc2c1c(=O)oc1ccccc21 (centres undefined) | -5% | 4 | 7% | 10 | ? | 5 | -12% | 3% | -0.4% | -1 | .
CCC(=NC1CCN(Cc2ccccc2)CC1)c1c(O)[nH]c(=O)[nH]c1=O | -2% | 14 | 3% | ? | -1% | 3 | -14% | . | -0.6% | -9 | 2%
Cc1cc(Nc2ccccc2N2CCOCC2)n2ncnc2n1 | -1% | 6 | 4% | -3 | ? | -3 | 18% | -6% | 4.5% | -3 | 1%
OC(CCNCCc1c[nH]c2ccccc12)C(F)(F)F (centres undefined) | -1% | -6 | 1% | -8 | -9% | -2 | -5% | 7% | -0.4% | 10 | -2%
CCCC(=O)C1C(=O)NC(=O)NC1=O | 1% | -1 | 22% | 0 | -10% | 2 | -1% | -3% | -0.4% | 2 | -1%
CCOP(=S)(OCC)Oc1ccc2c(C)c(Cl)c(=O)oc2c1 | . | -1 | . | 17 | . | 0 | . | 0% | . | 2 | .
Cc1ccc(OCC(=O)N2CCCC(N3CCN(c4ccc(F)cc4)CC3)C2)cc1 (centres undefined) | 0% | -86* | 8% | 1 | 0% | -1 | -8%[0.46 µM] | 4% | -0.8% | -43 | -1%
COc1cccc(CNC2CN3CCC2CC3)c1OC (centres undefined) | 2% | 17 | -6% | -1 | 0% | 0 | 9% | 6% | 0.5% | -5 | 1%
NC(=O)[C@@H]1CC2(CC(c3cccc(NC(=O)CC(c4ccccc4)c4ccccc4)c3)=NO2)CN1C(=O)c1ccc(Cl)cc1 (some centres undefined) | -10% | -15 | -1% | 7 | ? | -3 | 3% | ? | -0.8% | 1 | 0%
Nc1c(C(=O)NC2CCCC2)c2nc3ccccc3nc2n1CC1CCCO1 (centres undefined) | -11% | 7 | -8% | 4 | ? | -46* | ? | -2% | -0.9% | 0 | 2%
CNC(C(=O)c1ccccc1)C(OC(C)=O)c1cccc([N+](=O)[O-])c1 (centres undefined) | 1% | -3 | -6% | -12 | 0% | 0 | 2% | -3% | -0.4% | 0 | -2%
CCOP(=O)(Cc1ccc(C#N)o1)OCC | 2% | -9 | 4% | 6 | -37% | 2 | -11% | -2% | 0.4% | 2 | 4%
